# Sm TGR inh: qHTS Assay for the Inhibitors of Schistosoma Mansoni Peroxiredoxins | Schistosoma mansoni thioredoxin glutathione reductase (TGR), Q962Y6 | purified TGR, DTNB reduction, TNB absorbance 405 nm | Potency, µM (top dose mostly 114 µM), inactives show top-dose activity change, negative = inhibition, usual class: inhibitors | 360,000 compounds, 3% hits | AID 485364, 2010; further: potency means the concentration at half of the fitted maximal effect; nearly all actives have a fitted effect of over 60% in size
#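 Kinetic colorimetric format: TGR-catalysed, NADPH-driven DTNB reduction monitored via TNB absorbance. Enzyme dispensed at 20 nM; compound exposure 15 min at room temperature before reaction start.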
# HCMV antiviral: qHTS Assay for inhibitors of the human cytomegalovirus (HCMV). AID 1259415, 2018. activity change, negative = inhibition, % at 57.5 µM. HFF cells, HCMV-luciferase reporter, 72 h; stronger effect = lower value. 410,000 compounds, 4.5% hits; in the data active means activity change below about -60%; inconclusive means no clear call, values can overlap the other calls; inactive means above about -39%
#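 After 16 h attachment at 37C, HFF cells received test compound and HCMV-luciferase (1 PFU/cell); reporter luminescence read 72 h later, data normalized against buffer-only and known inhibitor Salinomycin.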
# Giardia FBPA inh: qHTS Assay for Inhibitors of Fructose-1,6-bisphosphate Aldolase from Giardia Lamblia | A8B2U2 | purified Giardia FBPA | Potency, µM (top dose mostly 59.6 µM), inactives show at the top dose activity, negative = inhibition, hits mostly inhibitors | 290,000 compounds, 0.71% hits | AID 2451, 2010; further: potency means the concentration at half of the fitted maximal effect; nearly all actives have a fitted effect of over 55% in size
# Target sequence (A8B2U2 whole entry, looked up): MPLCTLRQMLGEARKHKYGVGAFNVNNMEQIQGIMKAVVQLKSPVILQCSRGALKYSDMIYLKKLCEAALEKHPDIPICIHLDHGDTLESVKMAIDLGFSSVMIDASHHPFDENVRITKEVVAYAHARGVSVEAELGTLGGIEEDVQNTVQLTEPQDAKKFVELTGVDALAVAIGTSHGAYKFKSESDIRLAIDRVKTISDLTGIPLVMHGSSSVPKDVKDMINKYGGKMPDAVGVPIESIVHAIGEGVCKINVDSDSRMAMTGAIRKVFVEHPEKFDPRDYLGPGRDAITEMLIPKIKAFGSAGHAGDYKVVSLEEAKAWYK
#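 40 nM FBPA preincubated 10 min at RT with compound (up to 57.5 uM final), then substrate plus GAPDH/TPI/NAD/arsenate coupling and diaphorase/resazurin added. Fluorescence read after 20 min at RT, 525/598 nm.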
# HCV inh: qHTS Assay for Inhibitors of Hepatitis C Virus (HCV); Huh7.5.1 HCVcc-Cre infection, luciferase reporter, 44 h; Potency, µM (series often up to 41.8 µM), for the others: top-dose activity change, negative = inhibition, actives largely listed as inhibitors; 340,000 compounds, 3.4% hits; further: potency means the concentration at half of the fitted maximal effect
#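 Compounds are dispensed onto cells plated 4 h earlier at 1,000 per well, with HCVcc-Cre virus (about 0.5 moi) added next. Following 44 h of culture, luminescent signal is measured for 15 sec after 15 min with substrate at room temperature.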
# AmpC detergent: qHTS Inhibitors of AmpC Beta-Lactamase (assay with detergent); P00811; AmpC hydrolysis of nitrocefin, absorbance 480 nm, 0.01% Triton; Potency, µM (doses to about 114 µM), for inactives: at the highest dose activity change, negative = inhibition, most hits filed as inhibitors; 370,000 compounds, 0.041% hits; AID 485294, 2010;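 further: potency means the concentration at half of the fitted maximal effect; 0% = no-compound wells and -100% = no-enzyme wells; nearly all actives have a fitted effect of over 25% in size; some results filed as inactive show a strong effect at the top dose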
# Target sequence (P00811 whole entry, looked up): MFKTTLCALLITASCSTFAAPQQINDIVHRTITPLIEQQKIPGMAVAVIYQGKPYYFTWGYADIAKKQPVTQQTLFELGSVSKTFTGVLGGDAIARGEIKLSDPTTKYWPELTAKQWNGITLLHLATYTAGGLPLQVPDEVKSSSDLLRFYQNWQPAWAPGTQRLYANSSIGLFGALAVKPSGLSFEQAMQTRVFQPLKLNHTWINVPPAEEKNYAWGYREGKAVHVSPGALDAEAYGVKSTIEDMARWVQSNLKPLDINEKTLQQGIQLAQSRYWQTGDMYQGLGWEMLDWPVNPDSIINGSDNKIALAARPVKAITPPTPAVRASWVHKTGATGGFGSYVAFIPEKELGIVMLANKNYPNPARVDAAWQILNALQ
#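 20 mM phosphate pH 7.0 + 0.01% (detergent screen) or 0.0001% Triton X-100; 5.3 nM AmpC reagent; cpd preinc 15 min RT; nitrocefin (800 uM stock) to start; A480 q20 s × 4 min; Activity was normalised to no-enzyme and no-compound control wells.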
# AmpC inh no detg: qHTS Inhibitors of AmpC Beta-Lactamase (assay without detergent); P00811; AmpC nitrocefin hydrolysis, absorbance 480 nm, 0.0001% Triton; Potency, µM (series often up to 57.1 µM), for the others: at the highest dose activity change, negative = inhibition, actives largely listed as inhibitors; 330,000 compounds, 0.52% hits;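 further: potency means the concentration at half of the fitted maximal effect; plate controls were no compound for no effect and no enzyme for full effect; nearly all actives have a fitted effect of over 20% in size; some results filed as inactive show a strong effect at the top dose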
#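 AmpC (5.3 nM in the dispensed reagent) in 20 mM phosphate pH 7.0 with 0.01% (detergent screen) or 0.0001% Triton X-100 was preincubated with compounds for 15 min at room temperature. Nitrocefin was then added from an 800 uM solution, and hydrolysis was followed at 480 nm.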
# Active calls of the source: *; ? = inconclusive; . = not tested or not shown; & = joins results of further samples; [ ] = another dose, or the depositor's remark. Unless noted, the call rests on the fitted dose curve; in most records, active means well fitted curve in the direction sought with a large enough effect; inconclusive means small, poorly fitted or top-dose-only effect, or another doubt; inactive means no such curve, though single readings can be large; an effect the other way counts as inactive or inconclusive. Unless noted, on the % scale 0 is the no-effect control and ±100 the full control effect.
# Every second line gives: Giardia FBPA inh, HCMV antiviral, AmpC detergent, HCV inh, AmpC inh no detg, Sm TGR inh
Cc1ccc(/C=C/C(=O)O)cc1S(=O)(=O)Nc1ccc(C(=O)O)cc1
 : -14%, 0, 2%, 7%, -4%, 35µM*
CCCCN(CCCNC(=O)C1CCCN(S(=O)(=O)CC)C1)Cc1ccccc1 (stereo not drawn)
 : -1%, 6, ?, 1%, 0%, 16%
COc1ccccc1CNS(=O)(=O)c1ccc2c(c1)NC(=O)CC(=O)N2
 : ., 1, -2%, ., ., -11%
Cc1ccc(S(=O)(=O)NCC2CCCO2)cc1 (stereo not drawn)
 : 4%, 18, -15%, 21%, -9%, 3%
O=C(O)c1ccc2c(c1)N(Cc1ccc(F)cc1)C(=O)c1ccccc1S2
 : 20%, 57, 3%, 26%, -27%, -1%
Cc1ccc(S(=O)(=O)N(C)CCCC(=O)N2CCOCC2)cc1
 : 4%, -7, -13%, 8%, -11%, 2%
CSCCC(NC(=O)C12CC3CC(CC(C3)C1)C2)C(=O)OCC(=O)c1ccc(Cl)cc1 (stereo not drawn)
 : 3%, 21, -14%, 11%, -6%, 9%
COc1ccc(S(=O)(=O)N(C)C2CCN(C)CC2)cc1
 : 4%, 5, ?, 9%, 10µM*, 5%
O=C1NC(c2ccccc2)=C(c2nc3ccccc3s2)C(c2ccc(F)cc2)N1 (stereo not drawn)
 : -1%, -27, 5%, ?, 10%, 5%
CCCCN1C(=O)c2ccc(C(=O)Nc3cccnc3)cc2C1=O
 : 0%, 78, 0%, 7%, ?, 0%
COc1cc(C(=O)OCC(=O)N2CCN(C(C)=O)CC2)ccc1OCC(C)C
 : ., -17, ?, 16%, 33%, 3%
COc1ccc(OCc2cc(C(=O)N(C)Cc3cc(C)no3)no2)c(Cl)c1
 : -1%, 7, 5%, -6%, 45%, -1%
Cc1cccc(Nc2cc(C)nc3ccccc23)c1
 : ?, ?, -7%, ?, -19%, 0%
Cc1ccc(NC(=O)CSc2nnc(-c3ccncc3)n2C)cc1S(=O)(=O)N1CCOCC1
 : 3%, ?, 0%, -6%, -9%, -10%
NC(=NC(=O)c1ccccc1)N1N=CCC1c1ccccc1 (stereo not drawn)
 : -3%, -22, 1%, -29%, 0%, 1%
CC1(C)CC(=O)C(C=Nc2ccc(Cl)cn2)=C(O)C1
 : 12%, 37, 0%, 10%, -20%, 10%
COc1ccc(CN(C)CC(=O)NC(C)c2ccccc2)cc1OC (stereo not drawn)
 : 0%, 51, -3%, 16%, -5%, 2%
CO[C@@]1(NC(=O)Cc2cccs2)C(=O)N2C(C(=O)O)=C(COC(N)=O)CS[C@@H]21
 : ?, ., 40µM*, ?, -41%, 35µM*
Cc1nn(-c2ccccc2)c(C)c1/C=N/NC(=O)c1cc(-c2cccs2)[nH]n1
 : 4%, -89*, ?, ?, -4%, -10%
CCOC(=O)c1sc2nc(CC(=O)OC)nc(NCC(=O)OC)c2c1C
 : 9%, ?, 0%, -22%, 41%, 3%
Cc1ccc(NC(=O)CN2C(=O)CCSc3ccc(S(=O)(=O)N4CCCC4)cc32)cc1
 : 9%, -21&-29, -12%&7%, ?, -8%, 4%&10%
NS(=O)(=O)c1ccc(CNC(=O)/C=C/c2ccccc2)cc1
 : -1%, 11, -14%, 22%, -18%, -17%
CCN(CC)C(=O)[C@H]1C[C@H](CC(=O)NC/C=C(\C)CCC=C(C)C)C(=O)N2CCc3c([nH]c4cc(-c5ccco5)ccc34)[C@]12C
 : ., -28, ., -1%[8.37 µM], 86%[activator], .
Cc1ccc(-c2csc(NC(=O)/C=C/c3cccs3)n2)cc1C
 : 1%, 39, 7%, 11µM*, -34%, -1%
CC[C@]12c3[nH]c4ccc(OC)cc4c3CCN1C(=O)C(CC(=O)NCCc1ccccn1)C[C@@H]2C(=O)N1CCN(C(=O)c2ccco2)CC1 (stereo partly drawn)
 : ., -30, ., 3%, 115%[activator], .
COc1cc(S(=O)(=O)NC2CCSc3ccccc32)ccc1NC(C)=O (stereo not drawn)
 : 3%, -28, -9%, 11%, -19%, -6%
OCCCCO
 : ., -34, -1%, 1%, -4%, 0%
COc1ccc(N2CCN(C(=O)c3cccc(NC(=O)c4nsc5ccccc45)c3)CC2)cc1
 : ., 33, -2%, ., ., -2%
CCOc1ccc(N(CC(=O)Nc2ccccc2OC)S(=O)(=O)c2ccccc2)cc1
 : -4%, -87*, -6%, ?, -14%, -10%
CCN(CC)CCNC(=S)Nc1ccc2nc3n(c(=O)c2c1)CCCCC3
 : -1%, -40, 0%, -6%, -56%, 1%

# 2 of these compounds in a different format:
Cc1ccc(-c2csc(NC(=O)/C=C/c3cccs3)n2)cc1C
  Giardia FBPA inh: 1%	HCMV antiviral: 39	AmpC detergent: 7%	HCV inh: 11µM*	AmpC inh no detg: -34%	Sm TGR inh: -1%
OCCCCO
  Giardia FBPA inh: .	HCMV antiviral: -34	AmpC detergent: -1%	HCV inh: 1%	AmpC inh no detg: -4%	Sm TGR inh: 0%

# Continuation:
# Every second line gives: Giardia FBPA inh, HCMV antiviral, AmpC detergent, HCV inh, AmpC inh no detg, Sm TGR inh
O=C(CN(c1ccccc1)S(=O)(=O)c1ccccc1)N/N=C/c1ccc(OC2CSC2)cc1
 : -1%, ., ?, 5%, -10%, 7%
O=C(NCc1ccccc1Cl)C1CCN(S(=O)(=O)N2CCCC2)CC1
 : -6%, 40, -14%, 8%, 0%, 3%
O=C(O)Cn1cc(/C=C2\C(=O)NC(=O)N(c3ccc(F)cc3)C2=O)c2ccccc21
 : -8%, ., 0%, ., -12%, ?
O=C(COc1ccc(S(=O)(=O)N2CCCC2)cc1Cl)NCc1cccnc1
 : ., -10, -2%, 0%, 101%[activator], 4%
CC(C)N(Cc1ccccc1)C(=O)COC(=O)c1cc(S(=O)(=O)N(C)C)ccc1N1CCCC1
 : ., -33, ., ?, 81%[activator], .
CC(=O)C1=C(C)Nc2ncnn2C1c1ccc(Cl)cc1Cl (stereo not drawn)
 : 19%, -28, -18%, -4%, 0%, 0%
NS(=O)(=O)c1ccc(N=Cc2c(O)n(-c3nccs3)c(=O)c3ccccc23)cc1
 : -8%, -27, 3%, 9%, -32%, -1%
CCOC(=O)CNC(=O)CN1C(=O)CC(c2ccccc2)S(=O)(=O)c2ccccc21 (stereo not drawn)
 : 3%, 2, -9%, -9%, -9%, -8%
C/C(N)=C(/C#N)C(=O)COC(=O)C(NS(=O)(=O)c1ccc(Cl)cc1)C(C)O (stereo not drawn)
 : 5%, ?, -15%, -2%&13%, -7%, 2%
CC(C)n1c(=O)c(C=Nc2ccc(Br)cc2)c(O)n(Cc2ccco2)c1=O
 : -3%, -25, -1%, -8%, 14µM*, -23%
COC(C(=O)Nc1ccccc1F)c1ccccc1 (stereo not drawn)
 : 2%, 44, 3%, 16%, -9%, -32%
CC1CCN(C2(O)C(=O)Nc3ccc([N+](=O)[O-])cc32)CC1 (stereo not drawn)
 : -1%, -35, -2%, 12%, -13%, 3%
COc1ccccc1CNC(=O)CN(c1cccc([N+](=O)[O-])c1)S(C)(=O)=O
 : 1%, -4, 4%, 6%, -6%, 2%
O=C(COc1ccccc1Cl)Nc1nc2c(s1)CCCC2
 : ., -25, 7%, ., ., 0%
CC(=O)Nc1ccc(S(=O)(=O)N(C)CC(=O)OC(C)C(=O)NC2CCCCC2)cc1 (stereo not drawn)
 : ., -10, -26%, 17%, -17%, 1%
C=CCc1cccc2cc(C(=O)NC3CCCCC3)c(=O)oc12
 : 0%, ., ?, 4%, -9%, -6%
CC1(C)CC(c2csc(N)n2)CCO1 (stereo not drawn)
 : 7%, 23, -12%, 13%, -12%, 5%
CCc1nnc(NC(=O)c2ccc(OC)c(S(=O)(=O)N3CCCC3)c2)s1
 : ., -5, -18%, -6%, -9%, -8%
O=C(COC(=O)CC1CC2CCC1C2)NC(=O)NCc1ccco1 (stereo not drawn)
 : 0%, 35, 6%, -28%, 24%, ?
CC(C)c1c(C(=O)N/N=C/C2CC=CCC2)nnn1-c1nonc1N (stereo not drawn)
 : ., 12, -3%, 6%, -7%, 6%
COc1ccc(NC(=O)C2CC(=O)OC23CCOC(C)(C)C3)cc1 (stereo not drawn)
 : -3%, 16, 3%, 17%, -6%, -12%
Cc1ccccc1N(CC(=O)NC1CCCCC1)C(=O)CNC(=O)c1cccs1
 : -1%, -16, 5%, 16%, 29%, 23%
O=C(CN1CCN(c2ccc(F)cc2)CC1)NCc1cccs1
 : ?, 10, 6%, 20%, 0%, 13%
O=C(Nc1ccccc1)Nc1nc(-c2ccc(F)c(F)c2)cs1
 : 0%, ., -4%, -23%, -44%, 2%
COc1ccc(NC(=O)CCNS(=O)(=O)c2cccc(C(C)=O)c2)cc1S(N)(=O)=O
 : 8%, -17, -14%, 5%, -21%, 1%
CC(C)c1ccccc1NC(=O)CN1C(=O)c2cccc3cccc1c23
 : ., -2, 19%, ., ., 4%
Cn1c(=O)c2c(SCC(=O)N3CCCC3)nc(-c3ccccc3)nc2n(C)c1=O
 : ., ., -15%, 2%, -8%, -3%
C=CCN1C(=O)C2(OCCCO2)c2cc(Cl)ccc21
 : 3%, 33, 1%, -29%, -4%, 0%
O=C(Nc1cccc(-c2cccc(F)c2)c1)C1CCN(CC2CCOC2)CC1 (stereo not drawn)
 : ., -21, 3%, ?, 39%, 2%
O=C(NC1CCS(=O)(=O)C1)C12CC3CC(CC(C3)C1)C2 (stereo not drawn)
 : 6%, -3, 0%, 2%, -4%, -9%
COc1ccc(-c2c(C#Cc3ccsc3)c3cc(-c4ccc5c(c4)OCO5)ccc3n2C)cc1
 : ., -71*, -4%, -11%, -39%, 0%
CC(C)(C)C(=O)NC(C(N)=O)=C(Cl)Cl
 : 9%, 17, -5%, -14%, -27%, -2%
O=C(Nc1ncc([N+](=O)[O-])s1)c1cccs1
 : 0%&-16%, ?, -12%&-1%, ?, -15%&-37%, -21%&-5%
CCC(C(=O)NCCCN1CC(C)CC(C)C1)n1nc(C)c2sc3ccccc3c2c1=O (stereo not drawn)
 : ., -73*, -4%, -13%, 51%, 3%
CN(C[C@@H](CC1CCCCC1)N(C[C@H](Cc1ccccc1)N(CCc1ccccc1)N=O)N=O)N=O
 : -8%, 6, 7%, 15%, -17%, -19%
COc1ccc(S(=O)(=O)N2CCOC23CCN(S(=O)(=O)c2ccc([N+](=O)[O-])cc2)CC3)cc1
 : ., -12, -1%, -27%, -17%, -34%
O=C(CSc1nncs1)NNC(=O)c1ccco1
 : ., 0, ?, 8%, -8%, -7%
CCOc1cccc(-c2nnc(SCC(=O)Nc3ccc(OC)c(OC)c3)n2N)c1
 : 7%, 49, -15%, -18%, 5%, 11%
COc1ccc(C[C@H]2CN3C(=NC[C@@H]3Cc3ccc(O)cc3)N2C[C@H](C)NC(=O)c2ccc(C)c(Br)c2)cc1
 : -14%, ., 10%, ?, -15%, 40µM*

# High-throughput results deposited in PubChem by National Center for Advancing Translational Sciences (NCATS).
